# Assay outcomes from PubChem BioAssay.
# EWS-Fli inh: blocks EWS/Fli oncoprotein-driven transcription. A673 NR0B1-luciferase reporter, viability-normalised. inhibition, % at 12.6 µM. 0.67% of 350,000 active;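 active means mean inhibition of at least 50% after viability correction, with every replicate also passing that limit; inconclusive means mean reaches 50% but only one of two replicates passes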;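 further: firefly luciferase signal divided by Alamar Blue viability fluorescence both relative to DMSO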
# DENV2 CPE rescue: DENV2-induced cell death inhibition. AID 651640. 1.7% of 350,000 active. DENV2-infected cells, cytopathic effect rescue, plate reader. CPE inhibition, % at 9.99 µM; in the data active means CPE inhibition above about 20%, passing the limit was not always enough; inconclusive means no clear call, values can overlap the other calls; tested in BHK-21 cells;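 further: 0% = median of neutral control wells and 100% = median of positive control wells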
# ERp5 inh: inhibitors of human ERp5. Q15084. ERp5 insulin aggregation, absorbance 650 nm, 90 min. inhibition, % at 9.99 µM. 0.05% of 350,000 active;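 active means mean replicate inhibition above about 25%, with every replicate also reaching it, limit read from the data, passing the limit was not always enough; inconclusive means only one of those two criteria met; inactive means neither criterion met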
# Target sequence (Q15084 whole entry, looked up): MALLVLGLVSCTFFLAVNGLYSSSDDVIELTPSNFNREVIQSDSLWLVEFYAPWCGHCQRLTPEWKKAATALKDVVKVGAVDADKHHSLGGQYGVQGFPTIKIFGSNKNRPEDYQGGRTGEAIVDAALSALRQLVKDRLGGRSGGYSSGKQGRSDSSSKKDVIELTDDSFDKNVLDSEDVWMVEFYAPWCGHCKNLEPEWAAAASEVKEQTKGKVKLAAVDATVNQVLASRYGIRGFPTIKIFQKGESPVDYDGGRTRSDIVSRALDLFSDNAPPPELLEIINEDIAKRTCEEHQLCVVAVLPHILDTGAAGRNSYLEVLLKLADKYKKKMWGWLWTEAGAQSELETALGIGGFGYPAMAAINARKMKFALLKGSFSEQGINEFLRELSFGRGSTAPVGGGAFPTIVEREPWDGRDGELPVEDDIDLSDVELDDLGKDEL
# PAX8 reporter: PAX8 transcriptional activity inhibition | inhibition, % at 12.6 µM | RMG-I TPO-luciferase reporter, SteadyGlo, 24 h | 1.2% of 360,000 active;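 active means mean replicate inhibition at least 60% with every replicate also reaching 60%; inconclusive means only one of the two criteria is met; inactive means mean below 60% and not all replicates reaching 60%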;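 further: luciferase light reporting Pax8 driven TPO promoter activity; plate controls were median of neutral control wells for no effect and mitoxantrone controls for full effect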
# XiGFP reactiv: reactivates the inactive X chromosome in mouse fibroblasts | activation, % at 7.58 µM | 0.055% of 360,000 active | XiGFP mouse fibroblasts, % GFP-positive cells imaging, 3 d; cells co-treated with 5-aza-dC sensitizer; scaled so ellipticine positive control = 100% | AID 743238;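 active means mean normalized replicate activation at least 10% and every replicate at or above 10%; inconclusive means only one of the two criteria met; inactive means mean below 10% and not all replicates reach 10%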;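 further: 0% = median of on-plate neutral control wells and 100% = ellipticine 6 µM median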
#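 System: XiGFP fibroblasts, SV40-immortalized. Medium: DMEM plus 5-aza-dC sensitizer. Doses: single point. Timing: 3 d treatment, 15 min room-temperature fixation. Control set: ellipticine 6 µM.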
# F508del corr: correctors of CFTR F508del function in bronchial epithelial cells. CFBE cells, YFP halide quenching; stimulated with forskolin plus potentiator P3; % fluorescence drop versus neutral controls. activity (quench increase), % at 7.58 µM. 0.36% of 350,000 active. AID 720511;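 active means mean added fluorescence quench of at least 8% versus neutral control, with both replicates also reaching 8%; inconclusive means only one of the mean or replicate conditions met; inactive means mean below 8% and not both replicates reaching 8%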;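 further: cells transiently co-express mutant CFTR-F508del with the halide-sensitive YFP; corrector assay measuring rescue of mutant channel to the surface after 24 h compound exposure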
# INS-1E GSIS act: primary screen for activators of insulin secretion dependent on glucose, INS-1E cells, GLuc reporter luminescence | INS-1E GLuc reporter insulin secretion, 2-3 h | 0.61% of 370,000 active | activation, % at 16.6 µM | AID 743287;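 active means lowest replicate activation of at least 40%, so every replicate reaches that level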;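 further: 0% = median of neutral control wells and 100% = median of IBMX positive control wells; some compounds called inactive have numbers as strong as hits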
# ARNT-TACC3 inh: ARNT/TACC3 interaction disruption | Q9Y6A5 | AlphaScreen His-ARNT PAS-B/GST-TACC3 binding, luminescence; TACC3 fragment carries E629A point mutation | inhibition, % at 9.99 µM | 0.66% of 390,000 active | AID 623870;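 active means mean inhibition of replicates at least 50% and at least half of replicates each reaching 50%; inconclusive means half or more replicates reach 50% but mean below 50%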;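 further: 0% = complete ARNT plus TACC3 wells and 100% = ARNT alone without TACC3; many hits fall short of the cut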
# Numbers without * were called inactive; ? = inconclusive; . = no result given; & = joins results of further samples.
SMILES,EWS-Fli inh,DENV2 CPE rescue,ERp5 inh,PAX8 reporter,XiGFP reactiv,F508del corr,INS-1E GSIS act,ARNT-TACC3 inh
Oc1ccc(C23CCCC2C2(CCCC2)c2ccc(O)cc2O3)c(O)c1 (stereo not drawn),3,-7,0,17,0.4,-5.2,7,6
O=[N+]([O-])c1ccc(-c2nn(-c3ccccc3)cc2/C=N/n2c(-c3cccs3)n[nH]c2=S)cc1,-9,7,10,5,0.1,1.7,1,-10
O=C(COC(=O)/C=C/c1ccco1)NCc1ccc(Cl)cc1Cl,1,-4,-9,7,-0.1,-6.0,-17,-7
O=C(c1ccc(F)cc1F)N1CCCc2ccccc21,4,-8,2,-21,-0.1,-1.6,-6,3
O=C(Cc1ccccc1)Nc1ccccc1N1CCN(c2ccccc2)CC1,7,7,-1,.,.,1.4,3,4
COc1ccc(CC(=S)N2CCOCC2)cc1F,-41,.,-10,25,0.5,.,-3,-4
CCc1nc2c(sc3nc4c(cc32)COC(C)(C)C4)c(=O)n1CCN(CC)CC,9,-1,5,14,0.1,-0.8,12,-5
Cc1noc(C)c1S(=O)(=O)Nc1ccc2c(c1)C(=O)N([C@H](C)CO)C[C@H](C)[C@@H](CN(C)CC1CCCCC1)O2,-3,-1,0,.,0.1,-1.0,17,0
CC(C)Cc1nnc(NC(=O)CCC(=O)N2CCN(c3ccc([N+](=O)[O-])cc3)CC2)s1,7,-2,0,4,0.1,-1.0,-10,8
NN=C(NN=Cc1ccccc1)c1ccccc1,-62,-7,-4,-56,0.4,0.3,3,9
CC1Cc2ccccc2N1C(=O)CSc1ccccn1 (stereo not drawn),-10,-13,-27,5,0.0,-3.0,.,.
O=C(COC(=O)c1cc(Cl)ccc1[N+](=O)[O-])NC1CC1,5,10,7,44,-0.1,2.2,6,2
CCc1nc2c(OCCOc3ccc(F)cc3)cccn2c1N(C)C(=O)CC(C)C,4,-6,-9,9,0.7,-3.5,-51,.
O=C(CC(c1ccccc1)(c1ccccc1)c1ccccc1)N[C@@H](Cc1ccc(O)cc1)C(=O)O,-15,0,-2,-8,-0.1,-0.1,7,-7
CCCc1ccc(C(O)c2ncc(-c3cccc(C)c3)[nH]2)cc1 (stereo not drawn),-2,18,1,3,-0.2,2.6,-42,.
COc1ccc2nc(NC(=O)C3CCN(C(=O)c4ccc(F)cc4)CC3)sc2c1,-7,-2,0,.,0.3,5.7,-20,3
Cc1ccc(C(=O)OCC(=O)NCCc2ccc(F)cc2)cc1S(=O)(=O)N1CCOCC1,4,3,8,-9,0.3,-0.3,-10,-7
COc1ccc(C)cc1NC(=O)C(NCC1CCCO1)c1ccccc1 (stereo not drawn),.,.,.,9,-0.1,.,6,-2
C[C@H](CO)N1C[C@H](C)[C@@H](CN(C)C(=O)c2ccccc2)OCCCC[C@H](C)Oc2ccc(NS(=O)(=O)c3cn(C)cn3)cc2C1=O,-1,5,-2,9,0.2,3.8,21,16
C=CCn1c(C(CC)CC(C)(C)O)n[nH]c1=S (stereo not drawn),-9,-3,1,7,0.2,.,7,-3

# Complete entries, looked up by structure. Screens in order: EWS-Fli inh, DENV2 CPE rescue, ERp5 inh, PAX8 reporter, XiGFP reactiv, F508del corr, INS-1E GSIS act, ARNT-TACC3 inh
# CC1Cc2ccccc2N1C(=O)CSc1ccccn1 (stereo not drawn) in the list: -10, -13, -27, 5, 0.0, -3.0, ., .
# C=CCn1c(C(CC)CC(C)(C)O)n[nH]c1=S (stereo not drawn) in the list: -9, -3, 1, 7, 0.2, ., 7, -3
# COc1ccc(C)cc1NC(=O)C(NCC1CCCO1)c1ccccc1 (stereo not drawn) in the list: ., ., ., 9, -0.1, ., 6, -2
# CCCc1ccc(C(O)c2ncc(-c3cccc(C)c3)[nH]2)cc1 (stereo not drawn) in the list: -2, 18, 1, 3, -0.2, 2.6, -42, .

# Continued:
SMILES,EWS-Fli inh,DENV2 CPE rescue,ERp5 inh,PAX8 reporter,XiGFP reactiv,F508del corr,INS-1E GSIS act,ARNT-TACC3 inh
CCCNC(=O)Nc1ccc2c(c1)C(=O)N(C)C[C@H](OC)[C@@H](C)CN[C@@H](C)CO2,10,6,-4,0,-0.3,2.6,13,1
COc1ccccc1CNC(=O)COC(=O)c1cccc(S(=O)(=O)N2CCOCC2)c1,-3,-3,1,4,0.0,-0.5,1,1
COC(=O)[C@@]12C[C@@H](CC(=O)N3CCN(C(=O)c4ccco4)CC3)C(=O)N(Cc3ccccc3)C1=CCC(C)(C)C2,-8,-3,5,88*,0.0,4.0,-18,.
CCOC(=O)Cc1csc(NC(=O)CN(C)S(=O)(=O)c2cccc3cccnc23)n1,6,4,-3,5,-0.1,-1.2,1,-5
COc1ccc(NC(=O)Nc2ccc3c(c2)C(=O)N([C@H](C)CO)C[C@@H](C)[C@H](CN(C)S(=O)(=O)c2ccc(OC)cc2)OCCCC[C@@H](C)O3)cc1,-3,19,.,13,0.0,-0.6,0,-6
C[C@H](CO)N1C[C@H](C)[C@@H](CN(C)S(=O)(=O)c2ccccc2)Oc2ccc(NC(=O)Nc3ccc4c(c3)OCO4)cc2C1=O,-2&-1,4,-3&0,-15,0.0&0.0,-1.6&1.6,0&-2,-3&-4
O=C(C[C@H]1CC[C@H](NC(=O)Nc2ccc3c(c2)OCO3)[C@@H](CO)O1)NCc1ccccc1,-1,16,-1,-7,0.2,-2.2,-5,-1
CC(C)NC(=O)Nc1ccc2c(c1)CC(=O)N([C@@H](C)CO)C[C@H](C)[C@H](CN(C)C(=O)NC(C)C)O2,-3,?,-2,-14,0.3,-2.8,14,-9
O=C(c1ccc(S(=O)(=O)N2CCc3ccccc3C2)cc1)N1CCCCC1,2,-1,-3,26,0.0,3.6,-2,-5
Cc1cc(-n2c(C)cc(C(=O)CSc3nnnn3-c3ccccc3)c2C)no1,3,-5,-14,.,.,-2.4,0,2
Cc1ccc(NS(=O)(=O)c2cccc(C(=O)NNC(=O)c3cccn3C)c2)c(C)c1,-12,-5,0,-10,0.0,-0.6,-10,5
CCCNC(=O)N(C)C[C@H]1Oc2ncc(C3=CCCC3)cc2C(=O)N([C@H](C)CO)C[C@@H]1C,6,8,4,3,-0.8,0.8,13,-17
COc1cc(NC(=O)c2ccccc2-n2cnnn2)cc(OC)c1,-4,-2,1,0,0.0,1.2,21,-4
O=C(Nc1ccc(O)cc1)c1cccc(Oc2ccc([N+](=O)[O-])cc2)c1,38,11,1,9,0.0,0.7,-9,3
c1ccc2c(CN3CCOCC3)csc2c1,-3,.,3,43,0.0,0.6,1,-4
Cc1ccc(NS(=O)(=O)c2ccc(-c3cnc(C4CC4)o3)cc2)cc1,48,-2,4,21,0.0,6.5,-1,-1
COc1ccc(C=Nc2ccc3[nH]ncc3c2)c(O)c1,0,-3,4,14,0.0,-0.7,20,-4
COc1cccc(C(=O)NCC2(c3ccccc3)CCCC2)c1OC,24,5,7,12,0.0,1.0,6,-4
COCCn1c(=O)[nH]c(=O)c2c1nc(-c1cc(Br)c3c(c1)OCO3)n2Cc1ccccc1,10,-6,5,12,2.1,-0.2,20,-3
COC(=O)c1cc(COC(=O)c2nc3nc(C)cc(C)n3n2)oc1C,9,-2,0,-12,-0.2,-8.2,.,-2
C[C@H](CO)N1C[C@H](C)[C@H](CN(C)Cc2ccc3c(c2)OCCN3C)OCc2ccccc2-c2c(n(C)c3ccccc23)C1=O,7,-3,-2,-2,-1.2,1.9,-10,.
COc1ccc(N(CC(=O)NC2CCCC2)C(=O)Cn2nnc(-c3ccc(C)o3)n2)cc1,-1,-1,0,1,0.1,1.4,-7,-2
N=C1c2ccccc2CN1NC(=O)COc1ccc(Cl)cc1,2,-5,2,1,0.0,-1.7,8,2
COCc1cn(CC[C@H]2CC[C@@H](NC(=O)Nc3ccc(F)cc3)[C@H](CO)O2)nn1,3,14,3,-4,0.4,1.5,6,-2
O=C1CC(N2CCSCC2)C(=O)N1c1ccc(Br)cc1 (stereo not drawn),-11,12,4,-3,0.0,-0.8,7,-5
Cc1ccc(Nc2nc(CSc3nnc(-c4ccccc4C)n3C)cs2)cc1,.,.,.,-34,0.1,.,-9,6
O=C(COC(=O)Cn1nc(-c2ccccc2)oc1=O)Nc1ccc(F)cc1,2,-3,8,-4,0.3,2.2,12,-2
Cc1ccnn1Cc1cc(C(=O)O)c2ccccc2n1,4,-3,2,-6,0.6,-2.3,-8,1
C[C@H](CO)N1C[C@H](C)[C@H](CN(C)S(=O)(=O)c2cn(C)cn2)Oc2ccc(NS(C)(=O)=O)cc2C1=O,-3,0,0,.,0.0,-1.0,8,-2
CC(=O)C1=C(O)CCCC1=NCc1nc2ccccc2[nH]1,1,-6,0,14,0.2,-0.8,6,-15
CC1(c2nnc(-c3ccncc3)o2)CC(c2ccc(Cl)cc2)=NO1 (stereo not drawn),27,-8,2,6,0.1,0.8,-24,1
COc1ccc(S(=O)(=O)NCCOc2ccccc2)cc1C,0,3,2,4,0.0,-3.0,17,-2
CN(C)S(=O)(=O)c1cccc(NC(=O)COc2ccc(C(=O)c3ccccc3)cc2)c1,35,4,1,4,0.3,-0.5,-39,-3
O=C(NNc1ccc([N+](=O)[O-])cc1)c1ccccc1F,-12,2,-4,1,-0.1,2.5,0,2
CCCC(=O)Nc1ccc(C(=O)NNC(=O)COc2ccc(Br)c(C)c2)cc1,2,2,2,.,.,-0.1,.,7
O=C(Nc1ccccc1F)N1CCCCN2[C@H](C1)[C@H](c1ccc(C#Cc3cccnc3)cc1)[C@@H]2CO,-9,-6,-2,-2,0.5,-1.1,-1,-6
CCCn1nc(C(=O)NNC(=O)c2ccc(OC(F)F)cc2)c2ccccc2c1=O,3,-6,7,-3,0.0,-5.7,-2,.
CC(=O)c1c(C)[nH]c(C(=O)OCC(=O)N(C)c2c(N)n(Cc3ccccc3)c(=O)[nH]c2=O)c1C,-7,143*,5,2,0.2,2.1,11,-6
Cc1cccc(C(=O)Nc2cccc(OCC(=O)O)c2)c1,-5,6,5,-16,0.0,2.0,13,2
N#CCC(=O)Nc1ccc(C(=O)OCC(=O)NC2CCCc3ccccc32)cc1 (stereo not drawn),3,0,-2,7,0.1,1.1,10,-1
COc1ccc(C2NC(=O)c3ccccc3N2)c(OC)c1OC (stereo not drawn),2,3,15,16,0.0,3.3,.,.
CCC(=O)Nc1ccc2c(c1)OC[C@@H](C)N(C(=O)c1ccc(F)cc1)C[C@H](C)[C@H](OC)CN(C)C2=O,0,7,-3,5,-0.1,1.6,8,2
CCCCn1c(N)c(N(CC)C(=O)/C=C/c2ccco2)c(=O)[nH]c1=O,-1,1,-2,13,-0.2,-0.2,7,0
Cc1c(C)n(-c2ccccc2)c2ncnc(NCCCN(C)C)c12,9,2,2,10,0.0,-1.2,-28,-1
O=C(Nc1ccccc1Cl)c1cc(C2CCCCN2C(=O)c2ccccc2)on1 (stereo not drawn),-9,6,-1,2,0.0,1.0,-17,.
Cc1ccc2oc(C(=O)NC3CCS(=O)(=O)C3)c(C)c2c1 (stereo not drawn),-18,-1,2,.,0.0,-2.9,37,-1
CC(C(=O)OCC(=O)c1ccccc1)N1C(=O)C2C3CCC(C3)C2C1=O (stereo not drawn),-6,.,1,16,0.0,-2.7,-2,-3
Cc1ccc(O)c(C(=O)c2cc(C#N)c3nc4ccccc4n3c2)c1,15,8,2,-6,0.0,-1.8,-3,0
CC(=O)c1ccc(NC(=O)C2CCCO2)cc1 (stereo not drawn),-20,3,-4,-35,0.0,-2.0,-12,-3
